# MazEF act: activators of E. coli MazEF toxin-antitoxin RNase, primary screen, biochemical, fluorescence, uHTS. hit rate 0.32% among 350,000. Endoribonuclease toxin MazF (Escherichia coli (strain K12)), P0AE70. FAM/BHQ RNA-DNA oligo cleavage fluorescence, 5 h. activation, % at 20 µM; in the data active means activation above about 50%
# Target sequence (P0AE70 whole entry, looked up): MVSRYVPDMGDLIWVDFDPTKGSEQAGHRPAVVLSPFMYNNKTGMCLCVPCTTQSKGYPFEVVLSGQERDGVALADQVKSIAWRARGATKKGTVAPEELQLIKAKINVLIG
# FBA Mtb inh: Mtb FBA enzyme inhibitors, primary screen, biochemical, fluorescence, strain H37Rv. Fructose-bisphosphate aldolase (Mycobacterium tuberculosis (strain ATCC 25618 / H37Rv)), …. purified M. tuberculosis FBA, fluorescence read-out. inhibition, % at 1 µM. hit rate 2.3% among 360,000. AID 588726, 2011; in the data active means inhibition above about 27%;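 further: 0% = vehicle and 100% = reference inhibitor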
# Target sequence (P9WQA3 whole entry, looked up): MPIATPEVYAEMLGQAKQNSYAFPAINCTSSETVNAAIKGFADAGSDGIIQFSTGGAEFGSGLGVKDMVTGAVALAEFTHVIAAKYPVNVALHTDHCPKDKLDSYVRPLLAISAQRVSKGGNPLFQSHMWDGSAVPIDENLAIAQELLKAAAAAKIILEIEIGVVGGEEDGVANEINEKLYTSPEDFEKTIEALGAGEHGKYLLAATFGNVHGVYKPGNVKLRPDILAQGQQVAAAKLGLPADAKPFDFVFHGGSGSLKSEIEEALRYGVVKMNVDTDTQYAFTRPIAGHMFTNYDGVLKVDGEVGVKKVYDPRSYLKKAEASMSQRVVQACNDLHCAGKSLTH
# UGM FP inh: M. tuberculosis UGM enzyme inhibitors, primary screen, biochemical, fluorescence polarization, single point | inhibition, % at 10 µM | UDP-galactopyranose mutase (Mycobacterium tuberculosis (strain ATCC 25618 / H37Rv)), … | hit rate 0.06% among 320,000 | purified UGM, fluorescence polarization probe displacement; in the data active means inhibition above about 10%, passing the limit was not always enough; inconclusive means no clear call, values can overlap the other calls
# Target sequence (P9WIQ1 whole entry, looked up): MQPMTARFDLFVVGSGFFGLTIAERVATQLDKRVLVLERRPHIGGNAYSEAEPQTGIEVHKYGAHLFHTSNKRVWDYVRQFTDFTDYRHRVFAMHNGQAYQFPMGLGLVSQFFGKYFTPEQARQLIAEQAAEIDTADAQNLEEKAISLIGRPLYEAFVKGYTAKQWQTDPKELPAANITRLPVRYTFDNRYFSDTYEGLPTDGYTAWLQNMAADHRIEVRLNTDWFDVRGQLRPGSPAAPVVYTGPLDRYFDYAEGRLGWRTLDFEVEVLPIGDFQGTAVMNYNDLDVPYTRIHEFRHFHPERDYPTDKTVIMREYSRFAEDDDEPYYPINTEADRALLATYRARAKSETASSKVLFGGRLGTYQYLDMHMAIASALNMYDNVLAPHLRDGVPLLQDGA
# PrPC TRFRET: inhibitors of human cell surface prion protein PrPC, primary screen, cell-based, TR-FRET. Major prion protein (Homo sapiens), P04156. TR-FRET read-out. hit rate 0.43% among 370,000. inhibition, % at 13.8 µM; in the data active means inhibition above about 24%; further: 0% = median of the test wells and 100% = reference compound wells
# Rv3671c protease: Rv3671c serine protease inhibitors, primary screen, biochemical, fluorescence polarization, M. tuberculosis H37Rv | inhibition, % at 5.96 µM | hit rate 0.048% among 320,000 | AID 2606, 2010 | P9WHR9; in the data active means inhibition above about 38%;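 further: extracellular domain of Rv3671c used as enzyme; 0% = enzyme with DMSO and 100% = no enzyme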
# BoNT F protease: BoNT/F light chain protease inhibitors, primary screen, biochemical, flow cytometry, MLPCN library. hit rate 0.22% among 360,000. Multiplex microsphere protease cleavage assay. Botulinum neurotoxin type F light chain protease (Clostridium botulinum). inhibition, % at 10 µM; in the data active means inhibition above about 35%, passing the limit was not always enough; inconclusive means no clear call, values can overlap the other calls; further: plate controls were buffer without enzyme for full effect and enzyme alone for no effect
# Mtb BioA inh: M. tuberculosis BioA enzyme inhibitors, primary screen, biochemical, plate reader, single point, HTS; 7,8-diaminopelargonic acid synthase BioA (Mycobacterium tuberculosis); purified M. tuberculosis BioA enzyme; inhibition, % at 9.99 µM; hit rate 0.096% among 360,000; AID 602481, 2012; in the data active means inhibition above about 40%; inconclusive means no clear call, values can overlap the other calls
# FadD28 FP inh: inhibitors of FadD28 bisubstrate probe binding, primary screen, biochemical, fluorescence polarization, single point; Mycobacterium tuberculosis FadD28 fatty-acid-AMP ligase; inhibition, % at 12.5 µM; hit rate 0.22% among 360,000; in the data active means inhibition above about 8.5%, passing the limit was not always enough; inconclusive means no clear call, values can overlap the other calls
# GDH-TPI inh: GDH-TPI coupling enzyme inhibitors, primary screen, artefact control for M. tuberculosis FBA inhibitor project, biochemical, absorbance, full deck. GDH-TPI coupled enzyme counterscreen, NADH absorbance. inhibition, % at 4.8 µM. hit rate 1.2% among 360,000; in the data active means inhibition above about 30%;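 further: 0% = DMSO wells and 100% = wells lacking the enzyme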
# The depositor's hits bear a star; u = inconclusive; x = no result given; & = joins results of further samples.
Structure	GDH-TPI inh	FBA Mtb inh	PrPC TRFRET	BoNT F protease	Mtb BioA inh	UGM FP inh	MazEF act	Rv3671c protease	FadD28 FP inh
COC(=O)c1sccc1NC(=O)c1cc(-c2ccc(C)cc2)nc2ccccc12	5.4	5.4	6.5	-8.2	x	-0.7	-6.4	-0.4	-0.5
COc1cc(C2=NOC(C(=O)NCc3ccc(F)cc3)C2)cc(OC)c1OC (stereo not given)	8.6	0.0	-1.8	-6.4	-1.2	1.4	2.3	-5.0	-2.2
COCCNC(=S)N(CCc1c(C)[nH]c2ccc(C)cc12)Cc1ccco1	-0.7	-1.1	3.2	-7.0	x	-1.3	-5.4	7.5	-2.7
O=C(CSc1nnc(Nc2ccccc2)s1)Nc1cccnc1Cl	10.0	-0.5	6.9	14.4	11.0	0.4	20.2	-19.0	-2.3
S=C(NCc1ccco1)Nc1ccc(Cl)cc1Cl	-10.5	-4.4	5.5	2.0	x	0.3	-6.3	1.0	-3.8
CC(C)(C)N(Cc1ccc2c(c1)OCO2)C(=O)/C=C\S(=O)c1ccccc1 (stereo not given)	9.6	-1.1	6.8	-2.7	x	x	4.0	x	-2.4
CCOC(=O)N1CCc2c(sc(NC(=O)C3=COCCO3)c2C(N)=O)C1	17.8	-0.8	-0.8	-5.3	0.3	1.8	-17.6	5.8	-2.4
O=c1cc(-c2ccccc2)nc2nc(-c3ccccc3)[nH]n12	5.2	2.1	-1.3	-30.9	-5.0	3.0	-2.6	5.7	0.9
Cc1ccc2c(c1)N(CCC(=O)N1CCC3(CC1)OCCO3)C(=O)CO2	5.8	4.0	-1.3	0.4	-3.2	1.5	-1.4	2.2	-0.1
O=C(COc1coc(CN2CCN(c3ccccc3F)CC2)cc1=O)NCC1CCCO1 (stereo not given)	1.1	-2.4	2.2	x	-1.2	-1.8	-0.9	-4.5	-2.9
O=C1/C(=C\c2cccnc2)N2CCC1CC2	-6.3	-2.1	-2.7	-5.6	x	-0.3	6.2	1.0	1.3
O=[N+]([O-])c1ccc(Cl)c(/C=N/NC(=S)Nc2ccccc2)c1	22.9	-2.6	4.3	-4.3	x	0.5	15.9	8.9	0.3
Cc1nc2ccc(NC(=O)c3sccc3C)cc2s1	-0.9	-0.8	-2.3	-1.1	x	-0.9	-6.1	-4.7	1.0
CCOC(=O)CN1C(=O)NC(C)(c2ccc(OC(F)F)cc2)C1=O (stereo not given)	3.6	-1.8	3.4	-4.5	0.8	-0.7	-6.1	-0.8	-1.3
N#Cc1cccc(Cn2nnc(-c3ccccc3)n2)c1	-8.0	1.6	3.8	-3.3	0.9	-2.2	-5.1	2.2	-2.7
CN(CC1COc2ccccc2O1)C(=O)c1ccc(Cl)c(S(=O)(=O)N2CCCCCC2)c1 (stereo not given)	-3.1	3.7	-6.4	1.1	1.0	2.0	1.1	-5.6	-3.8
COc1cccc(NC(=O)C2CCCN(S(=O)(=O)c3ccc(-n4cnnn4)cc3)C2)c1 (stereo not given)	-8.0	1.9	-1.0	-15.3	-0.8	1.9	-4.2	-7.5	-2.7
CCCCn1c(=O)cc(N2CCOCC2)[nH]c1=O	-6.2	-2.1	-4.8	-6.9	-2.0	-0.8	1.5	3.9	-3.0
Cc1cccc(OCCCC(=O)Nc2ccc(Br)cc2)c1	-9.1	0.1	-0.6	-5.9	-2.2	-0.2	4.6	-3.4	-2.0
CCC1(CC)Cc2ccccc2C(CC(=O)N2CCOCC2)=N1	21.6	2.4	5.2	-13.6	3.2	-0.1	1.5	-1.8	-1.4
CC(=O)c1ccc(NC(=O)c2cc(C)no2)cc1	10.2	4.5	-0.8	25.4	x	0.2	5.2	-7.5	0.6
CCOC(=O)Cc1csc(NC(=O)CN2CCN(CC)CC2)n1	22.4	-2.8	-4.5	u	-0.6	1.1	-155.1	x	-1.1
CC(=O)Nc1ccc(NC(=O)C(C)OC(=O)c2ccc(S(=O)(=O)N3CCCCCC3)cc2)cc1 (stereo not given)	13.4	4.4	4.3	1.2	-1.2	3.1	-24.0	-35.2	-2.2
Cc1cc(NS(=O)(=O)c2ccc(N3C(=O)C4C5C=CC(C5)C4C3=O)cc2)nc(C)n1 (stereo not given)	1.1	0.0	0.0	-6.2	x	-0.5	-10.2	4.3	-0.4
CC1(C)Cc2ccccc2C(N/N=C/c2cccc(F)c2)=N1	1.8	-0.2	-2.0	-6.6	x	1.1	-12.6	-1.1	-1.7
CCOc1cc(Cl)c(S(=O)(=O)NCc2ccccn2)cc1Cl	-7.2	1.1	-1.5	-1.4	0.2	-3.1	-2.2	-13.5	-2.4
O=C(CNC(=O)c1ccccc1)NCc1nc2ccccc2[nH]1	1.1	1.7	-4.1	-9.4	-0.5	x	6.3	3.5	-0.7
O=C(COC(=O)CNC(=O)c1ccccc1F)Nc1ccc2[nH]c(=O)[nH]c2c1	4.3	3.3	11.1	-10.4	-1.2	0.2	-19.5	2.0	-1.4
Clc1ccc(CSc2nnc(/C=C/c3ccccc3)o2)c(Cl)c1	0.8	-1.1	-1.1	-5.5	-2.4	2.7	-1.7	0.2	-1.0
CCC(CO)n1c(SCc2cc(=O)oc3cc(C)ccc23)nc2ccccc2c1=O (stereo not given)	9.9	-7.9	-3.8	13.0	x	3.9	0.1	-18.3	-2.3
Cc1ccccc1OCC(=O)NNC(=O)c1ccoc1C	6.7	-1.9	8.3	-11.3	-0.5	-0.2	-4.1	6.1	-1.3
CN(C)C1C(=O)C(C(N)=O)=C(O)C2(O)C(=O)C3=C(O)c4c(O)cccc4C(C)(O)C3CC12 (stereo not given)	4.3	1.6	x	-1.8	-5.4	3.9	-8.3	-1.4	-0.3
O=C(CNC(=O)c1ccco1)NCC(=O)OCc1c(F)cccc1Cl	5.2	-0.8	-4.1	2.0	-0.8	1.3	7.6	7.3	-0.3
COc1ccc(OC)c(NC(=O)COC(=O)Cc2ccc(Br)cc2)c1	-5.1	-2.1	3.1	-1.7	x	6.8	-20.0	-8.8	-3.3
CC(CC(=O)N(C)c1c(N)n(Cc2ccccc2)c(=O)[nH]c1=O)c1ccccc1 (stereo not given)	-8.8	0.8	1.5	-11.5	-1.3	0.8	0.8	-2.6	-2.2
Cc1cccc(Nc2nc3c(s2)CCCC3)c1	-1.5	-0.7	2.6	-6.8	-0.4	4.9	-4.2	-14.5	-6.1
Oc1c(C=C2N=c3ccccc3=N2)sc(=S)n1C1CCCCC1	-1.6&-2.6	-2.4&-5.2	-4.1&-0.1	21.7&21.7	0.7&-2.1	1.5&3.5	7.1&13.9	-7.8&-2.2	-1.9&-3.6
COC(=O)c1cc2oc3ccccc3c2n1Cc1ccccn1	5.0	-1.4	12.2	2.9	1.6	-1.9	4.1	-17.1	-3.4
Clc1ccc(CN2CCCCCCC2)cc1	-5.3	0.5	5.6	28.0	1.6	0.1	1.8	-9.3	-6.9
O=C(CSc1nnc(-c2ccccc2F)n1C1CC1)Nc1ccc2[nH]c(=O)[nH]c2c1	1.0	-3.8	-5.2	-2.4	x	-2.0	2.2	-4.3	-2.5

# Part of the list above, field by field.
> CN(C)C1C(=O)C(C(N)=O)=C(O)C2(O)C(=O)C3=C(O)c4c(O)cccc4C(C)(O)C3CC12 (stereo not given)
- GDH-TPI inh: 4.3
- FBA Mtb inh: 1.6
- PrPC TRFRET: x
- BoNT F protease: -1.8
- Mtb BioA inh: -5.4
- UGM FP inh: 3.9
- MazEF act: -8.3
- Rv3671c protease: -1.4
- FadD28 FP inh: -0.3
> O=C(CNC(=O)c1ccco1)NCC(=O)OCc1c(F)cccc1Cl
- GDH-TPI inh: 5.2
- FBA Mtb inh: -0.8
- PrPC TRFRET: -4.1
- BoNT F protease: 2.0
- Mtb BioA inh: -0.8
- UGM FP inh: 1.3
- MazEF act: 7.6
- Rv3671c protease: 7.3
- FadD28 FP inh: -0.3
> COc1ccc(OC)c(NC(=O)COC(=O)Cc2ccc(Br)cc2)c1
- GDH-TPI inh: -5.1
- FBA Mtb inh: -2.1
- PrPC TRFRET: 3.1
- BoNT F protease: -1.7
- Mtb BioA inh: x
- UGM FP inh: 6.8
- MazEF act: -20.0
- Rv3671c protease: -8.8
- FadD28 FP inh: -3.3

# New compounds follow.
Structure	GDH-TPI inh	FBA Mtb inh	PrPC TRFRET	BoNT F protease	Mtb BioA inh	UGM FP inh	MazEF act	Rv3671c protease	FadD28 FP inh
CCn1c(COc2ccccc2C)nc2ccccc21	7.8	-2.3	-0.1	1.7	1.0	3.2	-6.6	-4.5	-1.9
CCn1cc(CN2CCCC(C(=O)c3sccc3C)C2)cn1 (stereo not given)	-6.5	0.1	0.5	1.2	x	-5.6	-4.1	5.8	-2.9
COc1ccc(N2CC(C(=O)Nc3ccc(S(=O)(=O)Nc4nccs4)cc3)CC2=O)c(OC)c1 (stereo not given)	-0.3	-0.4	-0.2	-8.6	0.5	0.2	-6.9	1.9	-0.8
O=C(CCCN=C1NS(=O)(=O)c2ccccc21)OCC(=O)c1ccc(F)cc1	8.7	3.0	3.2	4.1	0.9	-0.6	1.2	1.9	1.7
COC(=O)C1(C)CCc2cc(OC)ccc2C1=O (stereo not given)	-4.8	-1.4	-4.4	-1.9	0.8	2.3	1.5	-4.9	-1.4
CN(C(=O)c1ccc(NC(=O)Cc2ccc(NC(=O)C3CCCN(C(=O)C4CC4)C3)cc2)cc1)C1CC1 (stereo not given)	0.0	7.7	-1.6	-0.5	-2.7	0.0	-1.1	-2.7	-0.8
Cc1cccc(OCC(=O)N/N=C/c2sc(=O)n(Cc3cccc(C(=O)O)c3)c2Cl)c1	22.7	-1.4	-8.5	-2.4	0.0	1.8	-6.0	-8.5	-1.6
COc1ccc(/C=C/C(=O)NC(=S)N2C[C@H]3C[C@H](C2)c2cccc(=O)n2C3)cc1OC	28.4	5.9	-5.8	-3.0	-1.2	-0.9	18.0	-3.7	0.4
C[C@H](CO)N1C[C@H](C)[C@@H](CN(C)S(=O)(=O)c2ccc(F)cc2)Oc2ccc(NC(=O)Cc3cn(C)c4ccccc34)cc2C1=O	10.1	2.9	3.1	1.4	-2.8&-3.5	0.6	-4.6	-5.9	-0.4
COc1ccc(C2=NS(=O)(=O)N(C)C(C(=O)NCc3ccco3)=C2)cc1OC	14.8	4.0	-15.2	-6.6	-0.6	-0.9	-3.2	-12.9	0.5
CC(=O)c1cnc2ncnn2c1C	-5.4	4.3	1.6	1.1	-3.3	-1.4	-0.3	-3.2	-1.2
O=C1CC(=C(c2ccccc2)c2ccccc2)C(=O)N1CCCN1CCN(c2cccc(Cl)c2)CC1	6.9	0.1	-0.3	-0.2	-2.4	2.5	1.3	-3.4	-3.6
CCCNC(=O)c1cc(C2CCCCN2S(=O)(=O)c2cn(C)cn2)on1 (stereo not given)	-4.5	-1.5	-3.4	2.1	0.1	x	x	x	-2.7
CCCNC(=O)C1(CC2CC(c3ccccc3)=NO2)CCN(C(=O)c2ccccc2)CC1 (stereo not given)	1.3	-1.6	-10.1	-1.6	1.6	-0.2	0.0	-1.8	-0.9
CCc1c(C)n([O-])c2c([n+]1=O)CCC2	2.6	1.7	3.9	-5.9	-0.7	-0.8	-6.5	-6.4	-2.1
CC(C)COc1ccc(C(=O)N/N=C/c2ccoc2)cc1	11.2	3.7	2.4	1.3	1.3	3.5	3.9	-1.7	-1.5
COc1ccc(S(=O)(=O)CCC(=O)NCCc2ccc(Cl)cc2)cc1	13.8	2.7	-6.1	-8.7	-0.4	-1.9	-6.0	5.7	-2.1
COc1ccc(OC)c(CN(CCN2CCOCC2)C(=O)Nc2ccccc2)c1	5.2	-3.3	-0.9	-5.9	0.7	3.3	4.2	11.2	-0.7
Cc1nn(C(=O)c2ccc3c(c2)OCO3)c(N)c1-c1ccccc1	8.7	0.2	5.7	-11.7	-3.1	0.1	10.1	-4.2	0.9
